# Screening results from PubChem.
# GPR55 antagonists: GPR55 antagonists blocking LPI-driven arrestin recruitment, primary screen, imaging, U2OS, beta-arrestin-GFP, LPI agonist (AID 2013); U2OS GPR55 beta-arrestin-GFP translocation imaging, LPI antagonism; higher % means a stronger effect; one-dose inhibition, % at 10 µM; IC50 in µM for titrated hits; 290,000 tested, 0.13% active;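 active means spots per cell inhibited over 60%, with over 100 cells counted and total cytoplasm intensity under 500,000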;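 further: U2OS cells stably carrying GPR55 and arrestin-GFP stimulated by 5 µM LPI near EC80; imaged beta-arrestin-GFP aggregate spots per cell after agonist stimulation; plate controls were LPI-stimulated DMSO wells for no effect and DMSO wells without LPI for full effect; some results filed as inactive read as strong as hits; confirmed hits need IC50 under 10 µM and bright autofluorescent wells are also inconclusive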
# GPR55 activation: selective activators of receptor GPR55 – imaging, U2OS cells, beta-arrestin-GFP redistribution, primary screen (AID 1961). U2OS GPR55 beta-arrestin-GFP redistribution imaging; higher % means a stronger effect. one-dose activation, % at 10 µM; EC50 in µM for titrated hits. 290,000 tested, 0.048% active;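 active means activation above 40% with more than 50 cells counted in the well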;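 further: U2OS osteosarcoma cells stably expressing GPR55 and beta-arrestin-GFP; plate controls were DMSO negative control for no effect and LPI positive control for full effect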
# GPR35 antagonists: inhibition of zaprinast-stimulated GPR35 beta-arrestin translocation – imaging, U2OS, beta-arrestin-GFP, zaprinast agonist, primary screen (AID 2058) | U2OS GPR35 beta-arrestin-GFP translocation imaging, zaprinast antagonism; higher % means a stronger effect | inhibition, % at 10 µM, or IC50 in µM where a hit was titrated | 290,000 tested, 0.052% active;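 active means inhibition of at least 50% with at least 30 cells and total cytoplasm GFP at most 10,000,000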
# KOR beta-arrestin-1: KOR agonists, beta-arrestin recruitment, primary screen, cell-based, luminescence, uHTS (AID 1777); one-dose activation, % at 10 µM; EC50 in µM for titrated hits; 280,000 tested, 0.02% active; KOR beta-arrestin recruitment, luminescence; higher % means a stronger effect; in the data active means activation above about 50%, passing the limit was not always enough; further: a part of the inactive calls stands beside numbers as strong as those of hits
# Siah-1 displacement: blockers of Siah-1 interaction with plectin peptide – biochemical, fluorescence polarization, rhodamine-plectin, uHTS, primary screen (AID 1817) | one-dose displacement, % at 20 µM; IC50 in µM for titrated hits | 290,000 tested, 0.02% active | Siah-1 / rhodamine-plectin peptide fluorescence polarization; higher % means a stronger effect;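 active means displacement of at least 50% at 20 µM, with a fluorescence ratio check between 0.3 and a set limit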;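 further: plate controls were Siah plus tracer with DMSO for no effect and tracer alone without Siah for full effect; strong numbers were not always called active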
# NOD1 NF-kB reporter: NOD1 signaling inhibitors, primary screen, cell-based, luminescence, uHTS (AID 1578). 290,000 tested, 1% active. NOD1-driven NF-kB luciferase reporter cells, luminescence; higher % means a stronger effect. inhibition, % at 4 µM, or EC50 in µM where a hit was titrated; in the data active means inhibition mostly above about 36%, no sharp cut-off; inactive means mostly below about 34%;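 further: HEK-293T reporter cells stimulated with the NOD1 agonist gamma-tri-DAP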
# HIV peptide binding: cell-free HIV fusion peptide-binding blockers – biochemical, uHTS, fluorescence dequenching, primary screen (AID 1986). cell-free peptide binding, fluorescence dequenching, 30 min; higher % means a stronger effect. inhibition, % at 20 µM; hits with a dose series show IC50 in µM. 290,000 tested, 0.3% active; in the data active means inhibition mostly above about 52%, no sharp cut-off; inactive means mostly below about 76%; further: some results filed as inactive read as strong as hits
# KOR beta-arrestin-2: KOR antagonists, beta-arrestin recruitment, cell-based, luminescence, uHTS (AID 1778) | KOR beta-arrestin recruitment, luminescence, antagonist mode; higher % means a stronger effect | inhibition, % at 10 µM, or IC50 in µM where a hit was titrated | 290,000 tested, 0.091% active; in the data active means inhibition above about 50%; further: strong numbers were not always called active
# AID2073: disruptors of CaV2.2 binding to Mint1 – biochemical, HTRF (AID 2073). one-dose inhibition, % at 20 µM; IC50 in µM for titrated hits. HTRF protein-protein interaction, Mint1-CaV2.2; higher % means a stronger effect. 290,000 tested, 0.19% active; in the data active means inhibition mostly above about 51%, no sharp cut-off; further: some results filed as inactive read as strong as hits
# The depositor's hits bear a star; x = no result given; [ ] = another dose, or the depositor's remark. Not all compounds are listed; count on the stated rates, not on these rows.
GPR55 antagonists	GPR55 activation	GPR35 antagonists	KOR beta-arrestin-1	Siah-1 displacement	NOD1 NF-kB reporter	HIV peptide binding	KOR beta-arrestin-2	AID2073	SMILES
3%	-0.2%	-18%	0.7%	0%	-27%	0.1%	-7%	-2%	NC(=O)Cc1ccc(C(=O)c2ccccc2)s1
3%	-0.2%	13%	-1.8%	3%	-6%	-1.5%	-38%	-9%	COc1cc2c(cc1OC)CN(C(=O)Cc1c(F)cccc1Cl)CC2
6%	-0.2%	-4%	5.0%	-4%	-19%	17%	25%	11%	Cc1cc(/C=C2\NC(=O)N(Cc3ccc(Cl)cc3)C2=O)c(C)n1C
-1%	-0.2%	8%	-5.0%	4%	-19%	-0.4%	27%	-2%	CN1CCN(C(=S)c2cn(Cc3ccccc3)c3ccccc23)CC1
-6%	-0.2%	0%	-0.2%	1%	-24%	-0.5%	-14%[20 µM]	-4%	O=S1(=O)CCO[C@H]2Cc3ccccc3[C@H]2N1Cc1cccc(F)c1
1%	0.0%	4%	5.1%	-2%	-28%	3.7%	-37%	14%	CC(C(=O)NCc1ccco1)n1cc(C(=O)c2ccco2)c2ccccc21 (configuration not stated)
2%	-0.4%	-3%	-3.6%	2%	-6%	-2.6%	15%	-7%	CCOC(=O)N1CCN(Cc2nc3ccc([N+](=O)[O-])cc3c(=O)n2-c2cccc(OC)c2)CC1
14%	0.1%	-6%	-6.3%	20%	-16%	-2.5%	4%	12%	O=C(/C(=C/O)N=Nc1ccccc1Cl)c1ccccc1
-6%	-0.5%	18%	-0.8%	3%	-37%	-1.3%	-48%	-2%	O=C(CSc1nnc(NC(=O)C2CCCCC2)s1)NCc1ccco1
13%	-0.1%	3%	-5.6%	-2%	-20%	-0.2%	-48%	-6%	CCOC(=O)CNC(=O)Cn1cnc2c(oc3ccccc32)c1=O
6%	0.3%	-16%	-6.7%	1%	-24%	0.7%	3%[20 µM]	2%	COc1ccc(NC(=O)N2CCOCC2)cc1
11%	0.2%	4%	5.8%	1%	-13%	1.4%	4%	13%	COc1ccc(CNC(=O)C2CCN(S(=O)(=O)c3ccc4c(c3)N(C(C)=O)CCO4)CC2)cc1

GPR55 antagonists	GPR55 activation	GPR35 antagonists	KOR beta-arrestin-1	Siah-1 displacement	NOD1 NF-kB reporter	HIV peptide binding	KOR beta-arrestin-2	AID2073	SMILES
10%	0.1%	1%	-2.5%	-3%	-12%	-1.7%	16%	-2%	Cc1[nH]c2c(Cl)cccc2c(=O)c1CN1CCCC1
-5%	-0.2%	0%	-4.1%	0%	-113%	-0.1%	-11%	4%	O=C(Nc1nc2ccccc2s1)Nc1ccc(F)cc1F
-5%	-0.2%	-11%	-4.9%	0%	-3%	-0.3%	0%	6%	O=C(NC(O)C(=O)c1ccccc1)c1ccc(F)cc1 (configuration not stated)
-2%	-0.1%	2%	4.8%	-6%	-6%	-1.0%	10%	-4%	CCOC(=O)c1cn2nc(Oc3ccc(C(=O)OC)cc3)ccc2n1
2%	-0.1%	-1%	1.2%	9%	-31%	-0.8%	-4%	-10%	CN(Cc1c(C(=O)N2CCCCCCC2)nc2ccc(Cl)cn12)C1CCOC1 (configuration not stated)
10%	-0.5%	4%	-1.1%	10%	-24%	3.8%	-15%	-6%	COc1ccc(OC)c(CN2CCC(C(=O)N3CCN(c4ccccc4F)CC3)CC2)c1
13%	0.0%	-1%	-1.3%	9%	0%	-0.7%	40%	8%	Cc1ccc(NC(=O)CSc2nnc(C)c(=O)n2N)cc1Cl
-3%	-0.1%	1%	1.0%	-2%	x	0.8%	13%	3%	CCCCOC(=O)CN1C(=O)c2ccc(C(=O)OCCCC)cc2C1=O
1%	-0.1%	9%	-1.4%	2%	15%	-3.5%	-14%	-15%	O=C(NCc1ccco1)c1scc2c1OCCO2
7%	-0.2%	6%	-1.1%	8%	x	-4.1%	7%	8%	NC(=O)/C=C\C(=O)Nc1cccc(C(F)(F)F)c1
-7%	0.1%	-10%	-1.3%	1%	1%	-0.7%	28%	1%	COc1ccc(C2C(C(C)=O)=C(C)N=c3s/c(=C\c4ccco4)c(=O)n32)c(OC)c1 (configuration not stated)
0%	-0.1%	-2%	1.3%	4%	x	-2.4%	21%	-14%	CCOC(=O)N1CCC(n2c(=S)[nH]c3cc(OCC)c(OCC)cc3c2=O)CC1

# Six compounds out of the list, arranged by number of heavy atoms, rising:
GPR55 antagonists	GPR55 activation	GPR35 antagonists	KOR beta-arrestin-1	Siah-1 displacement	NOD1 NF-kB reporter	HIV peptide binding	KOR beta-arrestin-2	AID2073	SMILES
7%	-0.2%	6%	-1.1%	8%	x	-4.1%	7%	8%	NC(=O)/C=C\C(=O)Nc1cccc(C(F)(F)F)c1
10%	0.1%	1%	-2.5%	-3%	-12%	-1.7%	16%	-2%	Cc1[nH]c2c(Cl)cccc2c(=O)c1CN1CCCC1
-5%	-0.2%	-11%	-4.9%	0%	-3%	-0.3%	0%	6%	O=C(NC(O)C(=O)c1ccccc1)c1ccc(F)cc1 (configuration not stated)
-5%	-0.2%	0%	-4.1%	0%	-113%	-0.1%	-11%	4%	O=C(Nc1nc2ccccc2s1)Nc1ccc(F)cc1F
13%	0.0%	-1%	-1.3%	9%	0%	-0.7%	40%	8%	Cc1ccc(NC(=O)CSc2nnc(C)c(=O)n2N)cc1Cl
0%	-0.1%	-2%	1.3%	4%	x	-2.4%	21%	-14%	CCOC(=O)N1CCC(n2c(=S)[nH]c3cc(OCC)c(OCC)cc3c2=O)CC1

# (listing goes on)
GPR55 antagonists	GPR55 activation	GPR35 antagonists	KOR beta-arrestin-1	Siah-1 displacement	NOD1 NF-kB reporter	HIV peptide binding	KOR beta-arrestin-2	AID2073	SMILES
1%	-0.2%	-1%	7.5%	-3%	8%	0.2%	-45%	7%	Cc1ccc(-c2noc(C3CCN(S(=O)(=O)c4ccc5c(c4)OCCO5)CC3)n2)o1
3%	0.2%	3%	0.5%	1%	-21%	0.8%	19%	-3%	CCc1cccc(OCCOCCN2CCCC2)c1
12%	-0.2%	-6%	-5.0%	-5%	-8%	-1.8%	47%	-1%	O=C(N1CCCCC1)N1CCN(C(=O)N(c2ccccc2)c2ccccc2)CC1
6%	-0.1%	-14%	3.4%	-2%	20%	0.9%	2%	-20%	CCN(CC)c1ccc(NC(=O)CN2CCN(CC(=O)Nc3ccc(F)cc3)CC2)cc1
0%	-0.5%	6%	-2.2%	8%	-41%	-1.8%	11%	13%	O=C(NNc1ccccn1)C(c1ccccc1)c1ccccc1
14%	0.3%	3%	-11%	-1%	-22%	3.8%	-44%	-8%	O=C(COc1cccc(Oc2ccccc2)c1)Nc1ccc(SC(F)F)cc1
4%	-0.1%	19%	3.0%	2%	-85%	-1.2%	-3%	13%	Cc1nc2c(C(=O)N3CCCCC3)cnn2c(C)c1Cc1ccccc1F
22%	-0.1%	-1%	0.3%	-4%	6%	13%	-10%	40%	CCc1ccccc1NC(=O)CSC1=C(C#N)C(c2ccc3c(c2)OCO3)C2=C(CCCC2=O)N1 (configuration not stated)
-8%	0.2%	-2%	-0.8%	-5%	-39%	1.9%	18%	-5%	COc1ccc(CN2CC(C(=O)NCCCN3CCN(Cc4ccccc4)CC3)CC2=O)cc1 (configuration not stated)
2%	0.3%	8%	x	3%	-31%	-0.6%	-15%[20 µM]	8%	COc1ccc(CN(Cc2cc3cccc(C)c3n3nnnc23)C(=O)N2CCOCC2)cc1
3%	-0.2%	9%	2.0%	0%	-17%	0.8%	3%	6%	Cn1c(=O)[nH]c(=O)c2c1nc(Sc1ncccn1)n2CCCc1ccccc1
-11%	-0.1%	18%	8.5%	-4%	-12%	3.5%	-15%	3%	CCN(CC)S(=O)(=O)c1ccc(-c2nnc3sc4cccc(C)c4n23)cc1

# Looked up above.
# KOR beta-arrestin-1 result of CN1CCN(C(=S)c2cn(Cc3ccccc3)c3ccccc23)CC1 : -5.0%
# Siah-1 displacement result of Cc1ccc(NC(=O)CSc2nnc(C)c(=O)n2N)cc1Cl : 9%
# KOR beta-arrestin-1 result of O=C(COc1cccc(Oc2ccccc2)c1)Nc1ccc(SC(F)F)cc1 : -11%

# (listing goes on)
GPR55 antagonists	GPR55 activation	GPR35 antagonists	KOR beta-arrestin-1	Siah-1 displacement	NOD1 NF-kB reporter	HIV peptide binding	KOR beta-arrestin-2	AID2073	SMILES
9%	0.7%	12%	-1.9%	-6%	4%	-2.8%	-47%	8%	COc1ccc(C2CC(c3cccc(C)c3)n3nc(N)nc3N2)cc1 (configuration not stated)
8%	0.0%	-9%	-1.9%	-2%	5%	-0.1%	-20%	1%	C=CCNc1nc(N)c([N+](=O)[O-])c(N2CCCCCC2)n1
1%	-0.1%	-17%	-5.0%	-3%	-7%	0.5%	2%	19%	O=C(Nc1ccc2nccnc2c1)c1cnccn1
2%	-0.4%	6%	-3.2%	1%	-13%	-2.5%	10%	20%	CSc1ccc(/C=N/n2nnnc2N)cc1
0%	-0.1%	8%	x	1%	-19%	-0.5%	-8%[20 µM]	8%	O=C(O)C1CC=CCC1C(=O)Nc1cccnc1 (configuration not stated)
7%	-0.2%	2%	-2.4%	7%	-8%	-1.6%	-11%	-5%	Cc1sc2ncn(CC(=O)NCCCC(=O)N3CCN(c4ccccc4F)CC3)c(=O)c2c1C
-6%	-0.1%	8%	-2.5%	-5%	15%	-0.6%	-10%	-2%	COc1ccc(NC(=O)CN(c2cc(C)cc(C)c2)S(=O)(=O)c2c(C)noc2C)cc1OC
-6%	0.1%	2%	1.1%	1%	-18%	-0.1%	-35%	5%	CC(C)(NO)/C(=N\O)c1ccccc1
6%	-0.4%	-13%	-3.1%	1%	-10%	2.7%	22%	-2%	COc1ccccc1C1=NOC(COC(=O)c2ccc(Br)cc2)C1 (configuration not stated)
2%	0.0%	3%	2.9%	-1%	-32%	1.2%	-26%	-1%	CN(c1ccccc1)S(=O)(=O)c1ccc(Cl)c(C(=O)Nc2nn[nH]n2)c1
9%	-1.9%	-8%	-3.2%	-1%	-1%	-2.5%	5%	-1%	O=C(Nc1ccc2c(c1)OCO2)c1ccc(=O)[nH]n1
